# MsrA act: activators of bovine methionine sulfoxide reductase A | purified bovine MsrA, absorbance read-out | activation, % at 10.6 µM | 360,000 compounds, 0.3% hits; in the data active = activation above about 7.5%;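 note: 0% = vehicle and 100% = reference activator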
# Rpn11 inh: blocks the human proteasome subunit Rpn11; O00487; calls only at 20 µM; 360,000 compounds, 0.59% hits; human 26S proteasome, Ub4-pepOG fluorescence polarization; 20S core pre-blocked with epoxomicin;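 active = inhibition at 20 µM, scaled to each plate's controls, above about 33%, limit read from the data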
# Target sequence (O00487 whole entry, looked up): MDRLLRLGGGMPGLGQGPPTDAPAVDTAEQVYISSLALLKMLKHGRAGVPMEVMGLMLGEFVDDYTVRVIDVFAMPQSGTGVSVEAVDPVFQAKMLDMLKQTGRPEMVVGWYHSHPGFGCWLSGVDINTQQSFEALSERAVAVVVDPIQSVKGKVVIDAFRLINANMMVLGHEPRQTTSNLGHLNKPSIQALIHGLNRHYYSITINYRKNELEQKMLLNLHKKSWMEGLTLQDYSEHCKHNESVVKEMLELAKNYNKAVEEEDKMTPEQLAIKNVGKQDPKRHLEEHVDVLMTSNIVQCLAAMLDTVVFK
# Rin1-Abl PPI inh: inhibitors of human Rin1-Abl protein interaction; P00519+Q13671; TR-FRET Rin1/Abl binding, biochemical; inhibition, % at 7.35 µM; 360,000 compounds, 0.4% hits; AID 588664; in the data active = inhibition above about 5%, passing the limit was not always enough
# MT1-MMP act inh: MT1-MMP (human) activation inhibition; P50281; HT1080 RFP-PRO-GFP cells, GFP/RFP ratio fluorescence, overnight; percent of plate control window, DMSO zero; GFP/RFP ratio change, % at 20 µM; 360,000 compounds, 0.061% hits; AID 651647;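 active = GFP/RFP ratio change of at least 30% with cell ATP level not reduced by more than half and red fluorescence within 50% of control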; note: strong numbers were not always called active
#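 Read-out: GFP/RFP fluorescence ratio; Test system: RFP-PRO-GFP reporter HT1080 cells; Compound dosing: single-point 20 µM compound, 1% DMSO; Times: overnight compound exposure at 37 °C.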
# CSN inh: blocks human CSN-mediated cullin deneddylation | Q92905 | Purified CSN, SCF-Nedd8-OG deneddylation, fluorescence polarization | inhibition, % at 12.5 µM | 360,000 compounds, 0.38% hits | AID 651999;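 active = pattern-corrected inhibition above about 35%, with an unprinted fluorescence ratio check between 0.5 and 1.5, limit read from the data, passing the limit was not always enough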;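 note: 0% = enzyme with substrate and 100% = substrate without enzyme; some results filed as inactive read as strong as hits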
#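 Detection – fluorescence polarization · System – HEK293T-derived human Csn5 enzyme · Controls – substrate-only high control, full reaction low control · Timing – 90 min, room temperature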
# MsrA inh: inhibitors of bovine MsrA; AID 651718; 360,000 compounds, 0.75% hits; inhibition, % at 15.5 µM; purified bovine MsrA, absorbance read-out; in the data active = inhibition above about 4.5%;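 note: 0% = vehicle wells with enzyme and 100% = reference inhibitor wells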
# MLLE-PAM2 inh: blocks PAM2 peptide binding to the PABP1 MLLE domain. P11940. GST-MLLE / FITC-PAM2 fluorescence polarization. inhibition, % at 20 µM. 360,000 compounds, 0.36% hits. AID 588489; in the data active = inhibition above about 35%, passing the limit was not always enough;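 note: plate controls were DMSO wells with GST-MLLE for no effect and wells lacking GST-MLLE protein for full effect; some results filed as inactive read as strong as hits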
# Target sequence (P11940 whole entry, looked up, the tested form may be a part): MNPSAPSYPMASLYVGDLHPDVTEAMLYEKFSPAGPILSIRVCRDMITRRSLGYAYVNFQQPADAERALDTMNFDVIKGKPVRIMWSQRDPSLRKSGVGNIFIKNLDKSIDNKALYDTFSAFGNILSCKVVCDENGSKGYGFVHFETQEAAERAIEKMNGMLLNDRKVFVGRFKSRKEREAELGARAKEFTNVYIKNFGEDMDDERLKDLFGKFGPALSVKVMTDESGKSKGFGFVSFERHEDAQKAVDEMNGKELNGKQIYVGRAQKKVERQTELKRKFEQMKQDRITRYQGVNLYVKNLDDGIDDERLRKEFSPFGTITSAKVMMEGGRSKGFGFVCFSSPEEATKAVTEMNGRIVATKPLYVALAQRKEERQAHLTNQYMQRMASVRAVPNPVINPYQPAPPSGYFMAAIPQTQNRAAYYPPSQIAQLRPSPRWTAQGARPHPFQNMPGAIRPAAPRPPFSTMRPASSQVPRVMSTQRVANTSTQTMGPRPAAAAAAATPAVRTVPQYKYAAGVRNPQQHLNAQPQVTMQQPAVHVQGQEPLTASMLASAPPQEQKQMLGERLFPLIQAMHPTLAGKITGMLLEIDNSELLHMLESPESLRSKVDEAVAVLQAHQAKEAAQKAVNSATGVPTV
# FAS-TE inh: FAS thioesterase (human) inhibition; P49327; recombinant FAS-TE, OMFH fluorogenic substrate, fluorescence endpoint; inhibition, % at 15 µM; 360,000 compounds, 0.67% hits;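 active = compounds whose normalised, plate-corrected inhibition of enzyme fluorescence in the single-dose primary screen is 50% or more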;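 note: 0% = DMSO with enzyme and 100% = substrate without enzyme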
# E coli Lon inh: inhibits E. coli Lon protease. P0A9M0. purified E. coli Lon protease, fluorescence polarization. inhibition, % at 7.94 µM. AID 602123. 360,000 compounds, 0.42% hits; in the data active = inhibition above about 13%, passing the limit was not always enough;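 note: 0% = enzyme with probe and DMSO and 100% = no enzyme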
# The depositor's hits bear a star; i = inactive; + = active, no number.
canonical_smiles	FAS-TE inh	MsrA inh	Rin1-Abl PPI inh	E coli Lon inh	MsrA act	CSN inh	Rpn11 inh	MT1-MMP act inh	MLLE-PAM2 inh
CC(O)(c1cccnc1)c1nc(-c2cc(F)cc(F)c2)cs1 (configuration not stated)	2	-0.6	-5	-8	-1	3	i	0	5
Cc1ccc(OCC(=O)N/N=C/c2cccnc2)cc1	-3	1.0	-1	-10	-5	-1	i	2	-12
COC(=O)Nc1ccc(S(=O)(=O)NCCO)cc1	-6	1.1	-3	0	-6	1	i	0	1
O=C1c2sccc2-c2cccc3cccc1c23	12	1.5	-5	54*	-8	-19	i	-24	67*
COc1ccc(/C=N/NC(=O)c2nn(-c3ccc(C)c(C)c3)c(=O)c3ccccc23)cc1	26	1.5	-3	4	-2	1	i	0	5
O=c1nc(N2CCOCC2)ccn1Cc1ccc(Br)cc1	-6	2.0	-4	-14	-9	-1	i	2	4
CCCCNC(=O)C1(C)CCC(=O)N1c1cc(C(C)(C)C)nn1C (configuration not stated)	-8	-0.2	1	-6	2	-2	i	5	7
CCOc1cc(C(c2c(C)[nH][nH]c2=O)c2c(C)[nH][nH]c2=O)ccc1OCc1ccc([N+](=O)[O-])cc1	-6	-0.5	-2	2	0	-2	i	-1	-3
Cc1nnc(SCCn2c(N(C)Cc3ccccc3)nc3c2c(=O)n(C)c(=O)n3C)s1	-6	0.7	-1	-3	-11	-1	i	-7	1
CN(/N=C/c1ccc(O)cc1O)c1ncc(C(F)(F)F)cc1Cl	27	0.4	8.6*	-8	-2	5	i	2	4
O=C(C[C@H]1C/C=C\C[C@@H](Cc2ccc(F)cc2)C(=O)OC[C@@H](Cc2c[nH]c3ccccc23)NC1=O)NCCO	-8	-1.5	4	-9	-4	1	i	0	-12
COc1ccc(NC(C)=O)cc1CNC(=O)CN1CCOCC1	-7	-0.1	3	1	-13	-3	i	4	3

# Part of the list above in another layout.
O=C1c2sccc2-c2cccc3cccc1c23
  FAS-TE inh: 12; MsrA inh: 1.5; Rin1-Abl PPI inh: -5; E coli Lon inh: 54*; MsrA act: -8; CSN inh: -19; Rpn11 inh: i; MT1-MMP act inh: -24; MLLE-PAM2 inh: 67*

COc1ccc(/C=N/NC(=O)c2nn(-c3ccc(C)c(C)c3)c(=O)c3ccccc23)cc1
  FAS-TE inh: 26; MsrA inh: 1.5; Rin1-Abl PPI inh: -3; E coli Lon inh: 4; MsrA act: -2; CSN inh: 1; Rpn11 inh: i; MT1-MMP act inh: 0; MLLE-PAM2 inh: 5

O=c1nc(N2CCOCC2)ccn1Cc1ccc(Br)cc1
  FAS-TE inh: -6; MsrA inh: 2.0; Rin1-Abl PPI inh: -4; E coli Lon inh: -14; MsrA act: -9; CSN inh: -1; Rpn11 inh: i; MT1-MMP act inh: 2; MLLE-PAM2 inh: 4

CCCCNC(=O)C1(C)CCC(=O)N1c1cc(C(C)(C)C)nn1C (configuration not stated)
  FAS-TE inh: -8; MsrA inh: -0.2; Rin1-Abl PPI inh: 1; E coli Lon inh: -6; MsrA act: 2; CSN inh: -2; Rpn11 inh: i; MT1-MMP act inh: 5; MLLE-PAM2 inh: 7

# Remaining list, next part:
canonical_smiles	FAS-TE inh	MsrA inh	Rin1-Abl PPI inh	E coli Lon inh	MsrA act	CSN inh	Rpn11 inh	MT1-MMP act inh	MLLE-PAM2 inh
Cc1ccc(C)c(NC(=O)CSc2nnc(C3CCCCC3)o2)c1	-2	-1.0	2	-2	-1	3	i	2	-2
CC(C)(C)n1nc2c(c1NC(=O)c1cccc(C(F)(F)F)c1)CS(=O)C2 (configuration not stated)	-4	-0.2	1	-1	-3	-1	i	-4	0
O=C(Nc1ccc2c(c1)OCCO2)c1ccc(Cl)c(S(=O)(=O)N2CCOCC2)c1	6	1.1	0	12	-3	3	i	-3	-3
CSc1ccc(-c2nc(CN3CCCCC3c3cccnc3)c(C)o2)cc1 (configuration not stated)	2	0.3	-2	-5	-2	2	i	-4	-4
Cc1ccccc1SCc1noc(C(=O)NCC2CCCO2)c1C(=O)O (configuration not stated)	-8	0.3	0	8	-3	2	i	-1	1
Clc1ccc(CSCCc2ccncc2)cc1	8	0.5	-2	-3	-1	-3	i	-6	8
COc1ccccc1CC1CC(=O)N(c2ccc([N+](=O)[O-])cc2)C1=O (configuration not stated)	3	-0.1	0	7	-6	1	i	2	4
CC1Cc2nc(SCC(=O)Nc3ccc4c(c3)OCO4)n(-c3ccc(F)cc3)c(=O)c2S1 (configuration not stated)	12	2.0	-3	3	-2	-3	i	5	14
c1ccc2c(c1)CCCc1cc(NCCN3CCOCC3)nnc1-2	-6	0.6	-1	-6	-2	-3	i	8	6
O=C(c1ccc(Cl)c(S(=O)(=O)N2CCCC2)c1)N1CCCC(C(F)(F)F)C1 (configuration not stated)	-2	2.2	3	15	-6	-5	i	2	3
Cc1cnc(C)c(Nc2nc(C(N)Cc3ccccc3)cs2)n1 (configuration not stated)	-2	0.3	-6	0	1	8	i	-3	-1
C[C@H](O)[C@@H]1C(=O)N2CCc3c([nH]c4ccccc34)[C@@H]2C[C@@H]1N(C)Cc1ccc2c(c1)OCO2	8	1.2	-2	1	-1	0	i	-22	6
CCOc1ccccc1N1CCN(C(=O)Nc2ccc(F)c(Cl)c2)CC1	20	-0.6	4	-8	-1	0	i	8	23
COc1ccc(C(=O)n2cc(C(=O)c3cc(C)ccc3O)cn2)cc1	-9	0.0	0	-6	-3	-15	i	4	-2
COc1ccc(C(=O)Nc2ccnn2C2CCN(C(=O)CCC(F)(F)F)CC2)cc1	-9	0.8	-1	-4	-4	2	i	-1	-3
CCCCN1C(=S)SC(C)(C)C1/[N+]([O-])=C/c1cccnc1 (configuration not stated)	-8	-0.6	0	-2	-3	1	i	6	1
COc1ccc(NS(=O)(=O)c2cccc(C(=O)NN=Cc3ccc(OC)cc3OC)c2)cc1	9	1.5	-2	-4	0	0	i	0	-4
Cc1ccc(C2=NN(C(=O)c3cccs3)C(c3ccccc3O)C2)cc1 (configuration not stated)	-2	-2.1	3	1	-3	-2	i	0	-4
Cc1ccc(CN2CC(N3CCCCC3)CS2(=O)=O)cc1 (configuration not stated)	-7	-1.1	3	5	-2	3	i	2	-3
O=C(CCc1ccc(S(=O)(=O)NC2CCCCC2)cc1)N(Cc1ccccc1)Cc1ccccc1	21	-0.2	0	0	0	-1	i	-16	7
Cc1cc(N(C)C)c(C#N)c(=O)[nH]1	-5	-0.5	0	-4	1	0	i	2	-6
CCOC(=O)c1cnc2c(C)cccc2c1NCCc1ccc(OC)c(OC)c1	10	0.4	-4	-3	-4	8	i	-5	-7
Cc1ccc(CC(=O)NC(C)CCc2ccccc2)cc1 (configuration not stated)	-3	-0.4	2	-10	0	3	i	-1	-1
C[C@@H](c1ccccc1)N1Cc2ccccc2Oc2cc(Br)ccc2S1(=O)=O	24	0.8	-4	-1	-7	0	i	-4	6
Cc1nc2ccccc2c2oc(C(=O)Nc3ccc4c(c3)OCCO4)cc12	6	0.5	4	0	-5	12	i	0	-15
CC(C)(C)OC(=O)CN1C(=O)C(Sc2n[nH]c(-c3ccccc3)n2)CCc2ccccc21 (configuration not stated)	4	-0.6	0	-3	-3	6	i	0	-26
Cc1cccc(C)c1OCc1nnc(SCC(=O)Nc2cccc(C(=O)N3CCOCC3)c2)n1C	-11	-0.1	6	2	-5	3	i	-3	-11
CCN(C1CCCCC1)S(=O)(=O)c1ccc(S(=O)(=O)NCCc2ccncc2)cc1	8	-0.5	5	-6	0	-5	i	-7	-2
COC(=O)[C@H](CC(C)C)NS(=O)(=O)N[C@@H](CC(C)C)C(=O)OC	-8	-1.4	3	5	1	-1	i	1	-14
CCN(CCNC(=O)Cn1cc2c(n1)CCCC2)c1ccccc1	-4	0.9	-1	-10	-2	-4	i	0	-20
CCCc1ccc(S(=O)(=O)N/N=C\c2ccc3c(c2)OCO3)cc1	17	-0.2	4	0	-4	-1	i	-2	-21
COCCNc1nc2cc(-c3ccsc3)sc2c(=O)n1C	-5	2.4	-2	-5	-2	-2	i	9	2
COc1cccc(CNC[C@H]2O[C@@H](n3ccc(N)nc3=O)[C@H](O)[C@@H]2O)c1OCc1ccc(F)cc1Cl	-10	2.3	0	-5	-6	8	i	-1	4
COCCNc1nc(-c2cc(-c3ccccc3)on2)cc(C(C)C)n1	17	0.0	-1	5	-3	1	i	-3	-9
COc1ccc(C(=O)N/C(=C\c2cn(C)c3ccccc23)C(=O)OCC(C)C)cc1	-13	0.2	-1	0	-2	8	i	0	12
C=C1C(=O)O[C@H]2C[C@H]1[C@@H](OC(C)=O)C/C(C)=C/CC/C(C)=C\CC[C@]2(C)O	-7	0.2	-3	-2	-1	4	i	-16	8
Cc1cc(C)nc(NS(=O)(=O)c2ccc(NC(=O)c3ccc(S(=O)(=O)N(C)C)cc3)cc2)n1	-4	0.5	2	-2	-9	3	i	-2	-9
CC(Oc1ccccc1)C(=O)N=C1SC2CS(=O)(=O)CC2N1Cc1ccc(F)cc1 (configuration not stated)	3	-0.5	3	-7	5	4	i	3	-41
Cc1nn(CC(=O)O)c2ccccc12	-3	-0.9	-2	-10	-2	-2	i	-4	1
Cc1cccc(NC(=O)CC(C)S(=O)(=O)c2ccc3c(c2)NC(=O)CO3)c1C (configuration not stated)	-1	-0.8	0	1	1	3	i	1	7
O=C(COC(=O)c1ccc(S(=O)(=O)NCc2ccco2)cc1)Nc1ccc(Cl)cn1	-5	0.5	0	2	-3	48*	i	0	-4
C=C(C)n1c(=O)n(Cc2ccccc2C)c2ccccc21	7	0.9	0	1	-1	-7	i	1	13
COc1cccc(OC)c1C(=O)Nc1ccc(N2CCCC2)cc1	-7	2.0	1	-8	-5	-3	i	2	-10
COc1cc(-c2ccc3c(=O)c4ccccc4sc3c2)cc(OC)c1OC	11	-0.7	4	5	-7	6	i	1	-7
Cc1cccc(NC(=O)Nc2nnc([C@@H]3C[C@H](O)[C@@H](CO)O3)s2)c1	-7	2.5	1	0	-2	-5	i	-3	-1
COc1ccc(C)cc1N(C(=O)c1ccc(F)cc1)c1nc2ccccc2s1	27	2.0	-3	-2	-1	2	i	-9	10
Cc1cc2oc(=O)cc(CN(Cc3ccccc3)Cc3ccccc3)c2cc1Cl	28	0.0	3	-4	-2	5	i	0	7
COc1ccccc1N(C(=O)CN1C(=O)c2ccccc2S1(=O)=O)C(C(=O)NCC1CCCO1)c1ccc(F)cc1 (configuration not stated)	-3	-0.5	4	1	-4	4	i	0	-8
COc1ccc(C(=O)Nc2cccc(C(C)=O)c2)cc1OC	-7	-0.5	-1	-2	-3	9	i	1	9
CCOc1cc(NC(=S)N2CCC(C(N)=O)CC2)c(C(=O)OC)cc1OCC	-1	0.2	-1	5	-9	-10	i	3	-18
Nc1ccc2cc3[nH]c4cc(N)ccc4c3nc2c1	-142	0.2	-187	+	-1	-75	i	-99	i
CCc1n[nH]c(=S)n1/N=C/c1cc(Br)c(O)c(OC)c1	-3	3.0	0	-16	-3	1	i	-1	18
CCCSc1ccc(-c2nn(-c3ccccc3)cc2/C=C(/C#N)C(=O)N2CCOCC2)cc1	32	1.5	1	-4	-6	-1	i	-13	12
Cc1cc(OC(C)C(=O)NCc2ccccn2)c2c(C)c(Cc3ccccc3)c(=O)oc2c1 (configuration not stated)	0	-0.4	3	-3	-1	22	i	2	-2
CCOC(=O)c1c(C)[nH]c(C(=O)CSc2nnc(Nc3ccccc3F)s2)c1C	-9	-0.5	-5	-1	1	-15	i	-7	-61
O=S(=O)(O)c1ccc(N2N=C(c3ccccc3)CC2c2ccccc2)cc1 (configuration not stated)	2	5.8*	2	-5	-5	4	i	0	8
CCOC(=O)C1CCN(C(=O)CSc2ccc(Cl)cc2)CC1	-5	-0.9	4	-9	-6	-7	i	0	-6
Cc1cc(N)ccc1NC(=O)CN1CCOCC1	-4	1.3	1	-7	-4	0	i	1	-7

# From PubChem
